HIF-2a block = inhibitors of HIF-2a; 786-0 RCC cells HIF-2a reporter, luciferase luminescence, overnight; inhibition, % at 18.8 µM; 360,000 compounds, 0.72% hits;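 active means inhibition of the luminescence signal of 40% or more relative to plate controls, in a single-dose primary screen at 18.75 µM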
Shn3 3UTR inh = reduces Shn3 3'UTR luciferase signal in osteoblasts. Clone20 osteoblast Shn3 3'UTR firefly luciferase, 24 h. inhibition, % at 12.5 µM. 360,000 compounds, 0.52% hits. AID 588674;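 active means mean inhibition of at least 75% with every replicate also reaching 75%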;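 further: 0% = median of neutral control wells and 100% = pilot-screen positive control compound; some compounds past the cut are filed as inactive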
PDI turbidity = blocks human protein disulfide isomerase activity | 350,000 compounds, 0.052% hits | P07237 | PDI insulin aggregation turbidity, A650, 90 min | inhibition, % at 10 µM;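 active means mean inhibition across replicates of 30% or more, whatever share of single replicates reach that level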;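 further: absorbance from insulin aggregation driven by PDI reduction with DTT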
Target sequence (P07237 whole entry, looked up): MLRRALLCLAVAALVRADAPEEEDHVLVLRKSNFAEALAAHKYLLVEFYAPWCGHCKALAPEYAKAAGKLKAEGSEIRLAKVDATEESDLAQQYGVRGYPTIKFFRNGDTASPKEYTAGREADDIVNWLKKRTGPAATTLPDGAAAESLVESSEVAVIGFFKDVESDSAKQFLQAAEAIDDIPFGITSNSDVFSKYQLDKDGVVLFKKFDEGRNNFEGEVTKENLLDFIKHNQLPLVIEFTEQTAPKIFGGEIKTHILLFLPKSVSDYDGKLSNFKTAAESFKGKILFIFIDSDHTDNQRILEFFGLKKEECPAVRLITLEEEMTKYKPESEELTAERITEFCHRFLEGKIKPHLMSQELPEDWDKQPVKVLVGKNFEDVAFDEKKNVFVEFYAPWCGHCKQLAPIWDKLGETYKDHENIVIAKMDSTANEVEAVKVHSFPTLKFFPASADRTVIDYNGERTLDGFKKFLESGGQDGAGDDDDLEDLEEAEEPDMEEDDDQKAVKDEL
NR2E3 ag-1 = agonists of human nuclear receptor NR2E3; Q9Y5X4; AID 2300; inhibition of corepressor binding, % at 4.78 µM; GST-NR2E3/biotin-RetCOR TR-FRET, 1536-well; 320,000 compounds, 0.12% hits;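 active means percent inhibition above the cutoff of mean plus 3 SD of all tested compounds, set per screening campaign, cut at about 20% in these data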;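 further: 0% = DMSO wells and 100% = biotin wells as full block of FRET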
Target sequence (Q9Y5X4 whole entry, looked up): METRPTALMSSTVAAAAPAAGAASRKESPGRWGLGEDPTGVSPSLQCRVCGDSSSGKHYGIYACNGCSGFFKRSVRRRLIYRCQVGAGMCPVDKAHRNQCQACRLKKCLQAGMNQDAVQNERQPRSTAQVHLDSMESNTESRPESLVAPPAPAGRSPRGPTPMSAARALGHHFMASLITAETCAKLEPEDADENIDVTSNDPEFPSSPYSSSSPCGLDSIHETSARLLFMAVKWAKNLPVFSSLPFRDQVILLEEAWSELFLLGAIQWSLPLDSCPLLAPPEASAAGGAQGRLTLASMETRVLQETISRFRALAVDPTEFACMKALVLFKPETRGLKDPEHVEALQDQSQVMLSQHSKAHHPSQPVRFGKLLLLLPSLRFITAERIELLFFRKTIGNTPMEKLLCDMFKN
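Format: 1536-well format; test system: GST-NR2E3 and biotin-RetCOR proteins; read-out basis: percent inhibition of TR-FRET ratio; timing: 5 h incubation at 4 °C; detection: time-resolved FRET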
CaV13 ICDI inh = Disruptors of the CACNA1D IQ motif to Ca2+-dependent inactivation inhibitor domain association, primary screening, Förster resonance energy transfer in intact living …; HEK cells, CFP/YFP FRET ICDI-IQ, plate reader, 10 min; percent FRET-ratio fall versus neutral wells; inhibition, % at 12.3 µM; 340,000 compounds, 0.098% hits;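 active means mean replicate inhibition of at least 30% and at least 1% of replicates passing that level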;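 further: 0% = median of the neutral control wells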
KKLEB cytotox = CF airway cell cytotoxicity counter-screen; activity change (cytotoxicity), % at 5 µM; AID 602141; 360,000 compounds, 0.36% hits; KKLEB CF airway cells viability, ATPlite luminescence, overnight; stronger effect = lower value; cells stimulated with P. aeruginosa culture filtrate;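 active means corrected activity change at or below -50% at 5 µM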
Vif inh = inhibitors of HIV Vif. AID 602346. 340,000 compounds, 0.35% hits. inhibition, % at 7.49 µM. HEK293T cells, Vif self-association by quenched fluorescence, imaging, 24 h; in the data active means inhibition above about 50%, passing the limit was not always enough; further: some results filed as inactive read as strong as hits
Peg3 prom inh = reduces Peg3 promoter-driven luciferase expression in HeLa. HeLa PEG-Prom luciferase reporter, luminescence, overnight. 360,000 compounds, 1.7% hits. inhibition, % at 20 µM;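 active means inhibition of at least 50% at 20 µM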
NR2E3 ag-2 = agonists of human NR2E3 nuclear receptor; AID 602229; 360,000 compounds, 0.35% hits; Q9Y5X4; CHO-S Gal4-NCOR/VP16-NR2E3 two-hybrid, luciferase; inhibition of corepressor binding, % at 3.98 µM;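 active means inhibition above the mean of all tested compounds plus 3 SD, cut at about 70% in these data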;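 further: 0% = DMSO with NR2E3 transfected cells and 100% = cells lacking NR2E3 construct; higher means lower luciferase signal from less NR2E3 corepressor binding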
TRPM1 prom inh = reduces MITF-dependent TRPM1 promoter luciferase signal; inhibition, % at 12.5 µM; SK-MEL-5 TRPM1 promoter luciferase, 24 h; AID 488899; 330,000 compounds, 0.83% hits;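 active means mean inhibition across replicates of 60% or more, whatever share of single replicates reaches that level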; further: values of inactives mirror those of a sister screen read the other way
CF NFkB block = inhibitors of cystic fibrosis induced NF-kB; KKLEB NF-kB-GFP reporter, PAF-induced, GFP fluorescence overnight; inhibition, % at 5 µM; 360,000 compounds, 0.86% hits;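 active means at least 50% inhibition at 5 µM, scaled per plate between neutral and stimulator controls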;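 further: PAF is a Pseudomonas aeruginosa culture filtrate used as stimulus; plate controls were PAF-stimulated DMSO wells for no effect and unstimulated DMSO wells for full effect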
The depositor's hits bear a star; . = no result given. Random draw from the library. About 3.3% of those tested had a hit in this group.

SMILES	HIF-2a block	Shn3 3UTR inh	PDI turbidity	NR2E3 ag-1	CaV13 ICDI inh	KKLEB cytotox	Vif inh	Peg3 prom inh	NR2E3 ag-2	TRPM1 prom inh	CF NFkB block
Cc1oc(-c2ccccc2F)nc1CSCC(=O)NC1CCCC1	4	-1	6	-2	-2	-4	-1	20	-11	-2	16
Cn1nc(C(=O)OCC(=O)Nc2ccc(C(N)=O)cc2)c2ccccc2c1=O	15	-13	-1	.	-3	-3	-1	-9	-73	-7	-4
C/C(=N/NC(=O)CCCOc1ccc(Cl)cc1Cl)c1ccc(C)o1	-10	-7	-9	3	-4	17	-1	-2	-21	5	-36
Cc1ccccc1CNCc1cccnc1	13	-5	10	9	.	-5	3	13	10	1	14
Cc1nnc(NC(=O)CSc2nnc(-c3ccccc3)n2C)s1	10	-18	-2	3	-6	5	9	6	5	2	2
CC(=O)N1CCN=C1SCc1ccc(Br)cc1	-30	-10	7	0	-19	-6	8	-20	-20	-27	1
O=[N+]([O-])c1cc([N+](=O)[O-])c(N2CCOCC2)cc1NCc1ccccc1	22	1	-4	0	-5	0	14	16	-16	6	-2
Cc1cc(Nc2ccccc2Br)n2nc(C)nc2n1	4	-6	.	4	-5	-9	-6	3	-14	8	-1
CCOCCCNC(=O)CCc1ccc(-n2cnc3cccnc32)cc1	7	12	-3	.	-18	4	-1	16	11	-8	0
Cc1csc(SCc2c(C(=O)O)oc3ccccc23)n1	16	-2	3	2	-4	-4	4	5	-15	-2	0
O=C(NCCc1cccs1)C12CN(Cc3ccccc3)CC1C(c1cccc([N+](=O)[O-])c1)=NO2 (stereo not drawn)	-3	5	-7	0	-6	-3	.	10	-39	-11	28
CN(CC(=O)Nc1ccc(Cl)cc1)C(=O)C1CCCC1	-115	-17	-2	.	-6	3	-9	-74	-12	-25	0
Cc1ccc(C(=O)N/C(=C/c2ccccc2)C(=O)NCc2ccncc2)cc1	12	3	-6	-3	-20	-4	-10	1	-15	.	1
COc1cc(-c2noc(C3CCCN(S(=O)(=O)c4cccc(Cl)c4)C3)n2)cc(OC)c1OC (stereo not drawn)	19	40	7	3	-9	-1	-10	16	4	3	1
Cc1ccc(NC(=O)CN(C)C(=O)CCOc2cccc(C)c2)cc1	17	-7	-6	-1	-3	0	0	24	-6	-4	1
Cc1ccc(S(=O)(=O)Nn2c(C)ccc2C)cc1	12	5	18	5	-2	-2	-1	7	12	3	6
CCCCC(=O)NCc1ccc2c(c1)cc(C)n2C	2	3	8	-2	-6	6	68*	2	21	3	10
CCCn1nc(C(=O)NNC(=O)CCCOc2ccc(OC)cc2)c2ccccc2c1=O	14	4	-6	2	-5	-8	-16	9	-48	12	10
CCN1CCN(C(=O)c2ccc(COc3ccc(Cl)cc3)o2)CC1	8	3	-4	2	-5	-2	-2	5	2	4	2
CCOC(=O)[C@@H]1[C@H]2COc3cc(OC)ccc3[C@H]2N2C(=O)N(c3ccc(OC)cc3)C(=O)[C@]12C	3	12	1	.	-5	9	-1	5	-9	-2	-11
N#CCCN(C(=O)COC(=O)Cc1c[nH]c2ccccc12)c1ccccc1	13	-12	1	2	-6	16	.	0	8	7	4
O=C(CCCOc1ccc(Br)cc1)Nc1ccc(S(=O)(=O)N2CCOCC2)cc1	22	63	2	0	.	0	-8	29	-7	2	12
CC(=O)N1CCN(c2nnnn2-c2ccccc2)CC1	17	-6	2	2	.	-10	10	5	7	5	0
CCOc1ccc(NS(=O)(=O)c2ccc(C(=O)NCc3cccnc3)cc2)cc1	9	10	7	-1	-6	4	3	6	14	9	6
CN(C)CCn1c2c(c(SCC(=O)Nc3cccc(C(F)(F)F)c3)nc1=O)CCCC2	8	-1	2	0	-6	-7	-2	-6	8	-21	22
O=C(COC(=O)c1ccc(F)cc1F)Nc1ccc(Cl)cn1	-1	4	-2	1	-6	12	3	-5	-11	2	18
Cc1ccc(C(=O)NNC2=Nc3cccc4cccc2c34)cc1	0	-2	-3	-7	-7	-6	-6	-15	-23	-1	-7
Cc1ccc(C(=O)COC(=O)CSc2cccc3cccnc23)c(C)c1	19	16	7	0	-4	8	.	10	-8	-5	-8
CSCCC(N=C1NS(=O)(=O)c2ccccc21)C(=O)N1CCCC(C(N)=O)C1 (stereo not drawn)	11	0	2	0	-6	-15	-1	6	-7	-4	-4
O=C(CNC(=O)C(c1ccccc1)c1ccccc1)N/N=C\c1ccc2c(c1)OCO2	-73	3	-5	0	-2	2	1	-42	-25	-7	-7
COC(=O)Nc1c(C)n(C)n(-c2ccccc2)c1=O	23	8	-1	-1	-7	0	-11	24	8	2	-3
CCc1ccc(NC(=O)C(C)OC(=O)c2cc(=O)[nH]c3ccc(S(=O)(=O)Nc4ccc(F)cc4)cc23)cc1 (stereo not drawn)	-3	-5	1	-2	-3	-2	.	-14	-11	10	0
CN1CCN(C(=O)c2ccc(-n3cccc3)cc2)CC1	-7	-20	5	0	-4	-7	-2	-18	-5	-3	4
COc1cc(NC(=O)c2cc(-c3ccccc3Cl)on2)cc(OC)c1OC	-59	24	9	2	-20	6	-15	18	-32	28	-8
Cc1nnc(NC(=O)c2sc3ccccc3c2Cl)s1	-90	-31	-12	3	-6	-19	-3	-82	-185	-24	-14
O=C(O)c1cccc(CSc2nnc(-c3ccco3)o2)c1	13	7	-1	2	.	2	-9	-15	-26	3	10
Cc1cc(C(=O)COC(=O)/C=C/c2cccc(F)c2)c(C)n1C	-18	41	-3	-9	2	2	-1	-54	4	-16	16
COc1ccccc1C(=O)NCC(=O)N/N=C/c1cccc(Cl)c1	-42	14	0	0	6	4	0	-10	-3	0	5
CCCCOc1ccc(N(CC(=O)NCCOC)C(=O)CCC(=O)Nc2ccccn2)cc1	5	0	4	2	-20	-7	-7	4	-4	18	-2
O=C(Cn1ncc2c3ccccc3n(Cc3ccccc3)c2c1=O)NCCCN1CCCC1=O	8	-1	-3	1	-5	-6	-6	0	5	-4	-23
COC(=O)c1ccc(Nc2nc(C)cc(C)n2)cc1	-115	-25	0	1	-2	6	2	-81	-28	-26	-2
O=S(=O)(c1ccc(=S)[nH]c1)N1CCCC1	11	1	-6	.	-6	1	-1	-13	-9	-9	-18
Cc1cccc(-c2nnc3sc(-c4ccccc4C)nn23)c1	-224	5	-5	-2	-5	-1	-14	-34	-29	-11	-29
C/C(=N\OC(=O)c1ccc(F)cc1)c1sc(-c2ccccc2)nc1C	-207	-75	-9	0	-5	8	10	-312	-18	-52	7
CCN(CC)C(C(=O)NC1CCCCC1)c1ccc(C)cc1 (stereo not drawn)	5	14	-1	2	-6	-2	1	-2	9	-2	-4
Cc1cccc(SCc2noc(C(=O)NC(C)C)c2C(=O)O)c1	7	17	2	3	-10	6	8	-17	-12	-1	-18
COc1ccc2nc(N3CCCC(C(=O)NCCCN4C(C)CCCC4C)C3)sc2c1 (stereo not drawn)	-55	-13	0	1	-2	-6	-6	-36	-24	-1	5
CC1Nc2nc(N(C)C)[nH]c(=O)c2NC1C (stereo not drawn)	14	-5	-24	1	-4	-6	-7	-13	10	4	21
O=c1ccc2cc(S(=O)(=O)N3CCN(c4ccccc4)CC3)ccc2o1	9	11	-2	-1	1	-2	-14	10	-4	2	2
O=C(NCCc1ccccc1)c1cccc(NC(=O)c2ccccc2)c1	-154	-14	-9	.	-5	-3	-5	-103	-42	-27	15
O=c1[nH]c(=O)n(-c2cc(Br)c(O)c(Br)c2)cc1Br	23	1	-17	-3	-5	-2	15	2	-16	1	-13
CC(=O)c1c(C)[nH]c(C(=O)N2CC(C)CC(C)C2)c1C (stereo not drawn)	21	1	0	0	-1	2	-17	4	4	-1	-14
CCCCCCc1c(C)[nH]c2nc3ccccc3n2c1=O	5	9	-1	-1	-3	2	-13	7	-14	2	0
CCOc1ccccc1NC(=O)c1cc(CC(C)C)oc1C	-50	2	0	1	.	-9	.	-41	-12	-9	8
Cc1ccc(C)n1-c1sc2c(c1C#N)CCCC2	0	4	1	4	-4	-1	5	7	3	-14	-11
CCC(Sc1ncnc2c1c(-c1ccccc1)cn2-c1ccc(OC)cc1)C(=O)OC (stereo not drawn)	27	13	7	-3	-20	-10	0	17	-15	0	10
COc1ccc(NC(=O)C2CCN(C(=O)c3cccs3)CC2)c(OC)c1	15	9	1	2	.	-1	-4	5	-3	-9	-4
COc1ccc([C@H]2CC(=O)C=C(c3cc(C)ccc3OC)C2)cc1	10	-3	2	0	-3	-17	-3	31	-40	19	14
COC(=O)c1cccc(COC(=O)c2ccccc2NC(=O)c2ccco2)c1	-46	1	-11	2	-8	-3	-9	-19	-40	-5	-16
Cc1c(C(=O)Nc2ccc3c(c2)OCCO3)oc2ccc(Br)cc12	-312	-86	4	-1	-18	2	-2	-386	-146	-47	-22

A second format for part of the listing above.
Order of values: HIF-2a block | Shn3 3UTR inh | PDI turbidity | NR2E3 ag-1 | CaV13 ICDI inh | KKLEB cytotox | Vif inh | Peg3 prom inh | NR2E3 ag-2 | TRPM1 prom inh | CF NFkB block
- COC(=O)c1ccc(Nc2nc(C)cc(C)n2)cc1
    -115 | -25 | 0 | 1 | -2 | 6 | 2 | -81 | -28 | -26 | -2
- O=S(=O)(c1ccc(=S)[nH]c1)N1CCCC1
    11 | 1 | -6 | . | -6 | 1 | -1 | -13 | -9 | -9 | -18

The list continues:
SMILES	HIF-2a block	Shn3 3UTR inh	PDI turbidity	NR2E3 ag-1	CaV13 ICDI inh	KKLEB cytotox	Vif inh	Peg3 prom inh	NR2E3 ag-2	TRPM1 prom inh	CF NFkB block
CC(O)[C@H]1CNC(=O)C(=O)N1CCC12CC3CC(CC(C3)C1)C2 (stereo partly drawn)	7	3	3	5	-3	7	6	5	-3	-1	-13
O=C(CSc1nnc(-c2ccccc2O)n1Cc1ccccc1)NNC(=O)c1ccccc1O	3	12	5	0	-2	8	3	13	0	10	2
COc1ccc(-c2nc(C#N)c(NCc3ccc(C)cc3)o2)cc1OC	-149	-3	-2	1	.	-14	-6	-66	-45	-29	9
Cc1nn(CC(=O)Nc2cc(S(=O)(=O)N(C)C)ccc2Cl)c(C)c1[N+](=O)[O-]	7	2	4	-1	-16	-4	6	10	-12	20	-21
CN(Cc1ccccc1)S(=O)(=O)c1ccc(NC(=O)c2ccccc2C(=O)O)cc1	19	-28	15	1	-5	7	-4	5	4	-22	-9
Clc1ccc2nc3ccccn3c2c1	-43	8	0	0	-6	-3	5	-18	-15	-12	1
COCCCNC(=O)C1CCN(c2ncccn2)CC1	-4	14	0	-1	-9	11	-8	-8	-26	-7	1

4 compounds from above, arranged by the number in NR2E3 ag-1, high to low:
structure	HIF-2a block	Shn3 3UTR inh	PDI turbidity	NR2E3 ag-1	CaV13 ICDI inh	Vif inh	Peg3 prom inh	NR2E3 ag-2	TRPM1 prom inh	CF NFkB block
CC(O)[C@H]1CNC(=O)C(=O)N1CCC12CC3CC(CC(C3)C1)C2 (stereo partly drawn)	7	3	3	5	-3	6	5	-3	-1	-13
COc1ccc(-c2nc(C#N)c(NCc3ccc(C)cc3)o2)cc1OC	-149	-3	-2	1	.	-6	-66	-45	-29	9
Clc1ccc2nc3ccccn3c2c1	-43	8	0	0	-6	5	-18	-15	-12	1
COCCCNC(=O)C1CCN(c2ncccn2)CC1	-4	14	0	-1	-9	-8	-8	-26	-7	1

Screening data from PubChem BioAssay.
